PPARg SRC3 recr: PPARgamma-driven SRC-3 recruitment agonism; AID 731; P37231; activation, % at 8 µM; actives 0.26% (n = 200,000); biochemical PPARgamma/SRC-3 coactivator recruitment assay; in the data active = activation above about 23%;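 also: 0% = DMSO and 100% = reference agonist; some compounds past the cut are filed as inactive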
Target sequence (P37231 whole entry, looked up): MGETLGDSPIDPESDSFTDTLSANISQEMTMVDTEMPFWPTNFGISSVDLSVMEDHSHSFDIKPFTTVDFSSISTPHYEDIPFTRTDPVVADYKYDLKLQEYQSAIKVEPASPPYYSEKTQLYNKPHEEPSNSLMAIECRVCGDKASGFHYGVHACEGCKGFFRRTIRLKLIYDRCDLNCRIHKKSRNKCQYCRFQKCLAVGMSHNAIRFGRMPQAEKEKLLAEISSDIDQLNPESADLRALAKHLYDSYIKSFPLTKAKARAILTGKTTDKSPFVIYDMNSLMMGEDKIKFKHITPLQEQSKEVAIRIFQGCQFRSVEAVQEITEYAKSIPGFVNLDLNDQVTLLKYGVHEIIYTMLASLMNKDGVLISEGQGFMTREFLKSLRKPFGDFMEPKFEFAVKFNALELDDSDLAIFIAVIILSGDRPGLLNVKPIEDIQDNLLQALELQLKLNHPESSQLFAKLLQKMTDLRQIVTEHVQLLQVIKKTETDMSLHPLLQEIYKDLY
HMGR II inh: E. faecalis class II HMG-CoA reductase inhibition. AID 1066. purified E. faecalis HMGR, NADPH absorbance 340 nm kinetic. inhibition, % at 10 µM. actives 0.41% (n = 190,000);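 active = inhibition above a set limit, the median over all tested compounds plus 3 SD, cut at about 9.5% in these data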;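 also: enzyme runs in reverse so mevalonate oxidation gives rising NADPH absorbance; 0% = complete reaction with DMSO and 100% = background rate lacking mevalonate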
TNAP act hi DEA: activators of human TNAP at high phosphate acceptor concentration; purified TNAP, CDP-star luminescence, 1 M DEA, 30 min; hits give high values; 0 = EDTA background, 1 = DMSO-only activity; activation factor at 20 µM; AID 1136; 200,000 tested, under 10 active;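 active = activation factor at least 2 at 20 µM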
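system = human TNAP | amount = enzyme diluted 1/800 final | reagent = 100 µM CDP-star substrate | signal = luminescent substrate turnover signal | dosing = one dose, 20 µM | benchmarks = EDTA negative control, DMSO positive control | measure = activation factor | timing = 30 min reaction, room temperature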
TNAP inh hi DEA: blocks human TNAP under high phosphate acceptor concentration; P05186; purified TNAP, CDP-star luminescence, 1 M DEA; inhibition, % at 20 µM; actives 0.03% (n = 200,000); AID 1135;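 active = over 50% inhibition of tissue-nonspecific alkaline phosphatase at 20 µM in the single-dose screen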;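 also: plate controls were DMSO wells for no effect and EDTA-quenched wells as full inhibition for full effect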
PPARg SRC2 recr: promotes SRC-2 coactivator recruitment by human PPARgamma; PPARgamma LBD-SRC-2 recruitment, biochemical; activation, % at 8 µM; actives 0.34% (n = 200,000); in the data active = activation above about 22%;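 also: 0% = vehicle and 100% = reference agonist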
TR-FRET SRC-2 ct: flags TR-FRET format artefacts in PPARgamma SRC-2 recruitment agonist screen; TR-FRET ratio at 8 µM; actives 0.4% (n = 200,000); AID 1049; TR-FRET artefact counter-screen; hits give high values; in the data active = TR-FRET ratio above about 2000; also: inactives centre near 1500
PPARg SRC1 recr: agonists of human PPARgamma SRC-1 coactivator recruitment | AID 631 | PPARgamma-SRC-1 coactivator recruitment biochemical assay | P37231 | actives 0.41% (n = 200,000) | activation, % at 8 µM; in the data active = activation above about 19%;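 also: 0% = DMSO and 100% = reference agonist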
TNAP inh no acc: blocks human TNAP activity with no phosphate acceptor present. inhibition, % at 20 µM. AID 1012. P05186. purified TNAP, CDP-star luminescence, 30 min. actives 0.26% (n = 200,000);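 active = tissue-nonspecific alkaline phosphatase inhibition above about 50% at 20 µM in the single-dose screen, limit read from the data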;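 also: 0% = DMSO negative control and 100% = EDTA positive control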
bIAP act: increases bovine intestinal alkaline phosphatase activity; purified bovine IAP, CDP-star luminescence, 30 min; hits give high values; fold of DMSO-control signal, blank-subtracted; AID 1016; actives 0.17% (n = 200,000); activation factor at 20 µM;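 active = activation factor of 2 or more at 20 µM, a signal rise over negative controls twice the positive control's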
bIAP inh: intestinal alkaline phosphatase (bovine) inhibition. purified bovine IAP, CDP-star luminescence, 30 min. inhibition, % at 20 µM. 190,000 tested, under 10 active. AID 1019;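 active = over 50% inhibition of intestinal alkaline phosphatase at 20 µM in the single-dose screen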
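test system = bovine IAP enzyme | medium = DEA buffer 100 mM, pH 9.8, with MgCl2 1.0 mM, ZnCl2 0.02 mM | detection = luminescence | dosing = single compound dose of 20 µM, 2% DMSO final | incubation = 30 min reaction at room temperature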
Starred values were filed as active, the others as inactive; x = no result given.

1. O=C1c2ccccc2CN1CCNC(=S)NC1CCCCC1
2. CCOC(=O)c1cccnc1SCC(=O)Nc1ccc(C)cc1
3. O=C(C1CCC(=O)N1Cc1cccs1)N1CCOCC1 (stereo not given)
4. C=CCNC(=S)N1CCC(C(=O)c2ccc3c(c2)OCCO3)CC1
5. COc1cc(OC)c(NC(=S)Nc2cc(Cl)cc(Cl)c2)cc1Cl
entry no.,1,2,3,4,5
PPARg SRC3 recr,-2,-2,0,4,2
HMGR II inh,8,5,0,0,-9
TNAP act hi DEA,1,1,1.1,1,1
TNAP inh hi DEA,0,-5,-5,4,-3
PPARg SRC2 recr,-7,-8,3,1,4
TR-FRET SRC-2 ct,1542,1386,1607,1578,1502
PPARg SRC1 recr,-10,-5,-1,-2,5
TNAP inh no acc,-14,-16,-14,-7,-14
bIAP act,0.9,0.8,0.9,1,1
bIAP inh,15,20,6,3,-3

6. CCOc1ccc(OCc2ccc(C(=O)Nc3cccnc3)o2)cc1
7. O=C(N/N=C/c1ccccn1)c1cccs1
8. CC(C)(C)C(=O)CSc1nc2c(c(-c3cccs3)c1C#N)CCC2
9. O=C(Cc1ccc(F)cc1)N(c1ccccc1)C1C=CS(=O)(=O)C1 (stereo not given)
10. O=C1C2C3CCC(C3)C2C(=O)N1c1ccc(OS(=O)(=O)c2ccccc2)cc1 (stereo not given)
entry no.,6,7,8,9,10
PPARg SRC3 recr,-10,3,-5,5,0
HMGR II inh,2,-1,-9,5,-4
TNAP act hi DEA,1,1,1,1,1.1
TNAP inh hi DEA,-1,-2,-4,-1,-5
PPARg SRC2 recr,-5,5,3,4,-4
TR-FRET SRC-2 ct,1696,1561,1472,1624,1459
PPARg SRC1 recr,-2,-2,-8,1,0
TNAP inh no acc,-9,-60,-10,-9,-13
bIAP act,0.9,1.5,1.2,0.9,0.9
bIAP inh,11,-52,-16,12,7

11. CCOC(=O)C1CCN(C(=O)c2cc3ccccc3oc2=O)CC1
12. Cc1ccc(NC(=O)CSCC#N)cc1Cl
13. CCOc1ccc(-n2c(=O)cc(N3CCN(c4ccccc4)CC3)[nH]c2=O)cc1
14. CCOc1ncccc1C(=O)Nc1ncc(C)s1
15. Cc1cc(/C=C2\SC(=S)N(Cc3ccco3)C2=O)c(C)n1-c1cccnc1
entry no.,11,12,13,14,15
PPARg SRC3 recr,5,1,-11,-2,-1
HMGR II inh,-4,-7,-1,2,0
TNAP act hi DEA,1,1.1,1,1.1,0.9
TNAP inh hi DEA,-5,-6,-2,-8,12
PPARg SRC2 recr,9,-1,0,6,6
TR-FRET SRC-2 ct,1535,1502,1328,1594,1602
PPARg SRC1 recr,-4,2,-1,-3,0
TNAP inh no acc,-6,-8,-9,-10,14
bIAP act,1.2,0.9,0.9,1,0.7
bIAP inh,-24,5,8,-2,29

16. COC(=O)CSc1nsc(SCC(=O)OC)n1
17. NCCNc1cc(N2CCCC2)ccc1[N+](=O)[O-]
18. Cc1ccc(C)c(N(C(=O)CCC(=O)Nc2cc(C)on2)C(C(=O)NC2CCCC2)c2ccco2)c1 (stereo not given)
19. CCCOc1nc2c(c(=O)n(C)c(=O)n2C)n1CC
20. COCc1cc(C)nc(SC)c1C#N
entry no.,16,17,18,19,20
PPARg SRC3 recr,-5,9,0,4,4
HMGR II inh,-7,1,3,x,4
TNAP act hi DEA,1,0.8,1.1,1,1.1
TNAP inh hi DEA,0,20,-6,0,-6
PPARg SRC2 recr,11,7,10,-7,4
TR-FRET SRC-2 ct,1570,1695,1669,1402,1446
PPARg SRC1 recr,7,3,-3,6,-4
TNAP inh no acc,-7,14,0,-3,-12
bIAP act,1,0.8,1,1,1
bIAP inh,1,23,4,5,5

21. CCN1CCCC1CNS(=O)(=O)c1ccc(C(=O)Nc2ccccc2)cc1 (stereo not given)
22. O=C(O)CSc1nnc(COc2cccc3ccccc23)n1Cc1ccccc1
23. CC(C)(CO)NC(=O)CCCOc1ccc(Cl)cc1Cl
24. CCC/C=N/NC(=O)c1cc(-c2ccccc2)nc2ccccc12
25. CCOC(=O)c1cccc(-n2c(C)nc3ccccc3c2=O)c1
entry no.,21,22,23,24,25
PPARg SRC3 recr,-1,-5,8,-4,-7
HMGR II inh,2,0,-8,-5,-3
TNAP act hi DEA,1,1,1,1.1,1.1
TNAP inh hi DEA,0,1,-4,-5,-5
PPARg SRC2 recr,0,-5,-7,-1,0
TR-FRET SRC-2 ct,1458,1537,1556,1450,1383
PPARg SRC1 recr,3,-7,4,-4,1
TNAP inh no acc,-6,-4,-11,2,-14
bIAP act,0.9,1.2,0.9,0.8,1
bIAP inh,6,-24,14,22,0

26. COc1ccc(-n2c(COc3ccc(C)cc3)nnc2SCC(N)=O)cc1
27. c1ccc(-c2csc(N3CCOCC3)n2)cc1
28. Cn1c(CCNC(=O)c2ccc(F)cc2)nc2ccccc21
29. O=c1[nH]n(-c2ncnc3c2cnn3-c2ccccc2)c(=O)c2ccccc12
30. Cc1c(C(=O)c2cccc([N+](=O)[O-])c2)c2ccccn2c1CCC#N
entry no.,26,27,28,29,30
PPARg SRC3 recr,-1,5,-6,-2,-1
HMGR II inh,-2,-2,-3,-2,-14
TNAP act hi DEA,1,1,1,1.1,1
TNAP inh hi DEA,-2,-3,-4,-7,-3
PPARg SRC2 recr,7,9,-4,3,2
TR-FRET SRC-2 ct,1521,1487,1445,1655,1542
PPARg SRC1 recr,4,6,2,1,0
TNAP inh no acc,-4,-6,-5,10,-9
bIAP act,0.9,0.9,1,1.6,1
bIAP inh,7,12,-2,-59,3

31. COc1ccc([N+](=O)[O-])cc1N(CC(O)CN1CCCC1)S(=O)(=O)c1ccc(C)cc1 (stereo not given)
32. O=C(Nc1ccc(-c2noc(-c3cccs3)n2)cc1)c1cccnc1
33. C=CCC(C)(NCc1ccccc1)c1ccccc1 (stereo not given)
34. NC(=O)Nc1ccccc1C(=O)NCCc1ccccc1
35. O=C1CC(c2ccco2)CC(O)=C1C=NCC1CCNCC1 (stereo not given)
entry no.,31,32,33,34,35
PPARg SRC3 recr,4,-8,-6,2,1
HMGR II inh,-5,-2,2,0,-4
TNAP act hi DEA,1,1,1.1,1,1
TNAP inh hi DEA,-3,-1,-5,2,4
PPARg SRC2 recr,4,4,5,1,7
TR-FRET SRC-2 ct,1637,1540,1522,1414,1588
PPARg SRC1 recr,8,5,10,9,6
TNAP inh no acc,-4,-8,-8,0,-3
bIAP act,1.1,0.9,0.9,1,1
bIAP inh,-8,9,9,-4,1

36. CN(C)CCn1nnc2c(=O)oc3ccccc3c21
37. N#Cc1c(-c2cccc(F)c2)cc(-c2ccccc2)nc1Br
38. CCCCNC(=O)OC1CCS(=O)(=O)C1 (stereo not given)
39. COc1ccc(N2CC(NC(=O)NCC(C)C)CC2=O)cc1 (stereo not given)
40. Cn1c(=O)cc(SCC(=O)NCCC2=CCCCC2)c2cc(Cl)ccc21
entry no.,36,37,38,39,40
PPARg SRC3 recr,1,0,-1,-2,4
HMGR II inh,-2,3,2,-4,6
TNAP act hi DEA,1.1,1,1.1,1,1
TNAP inh hi DEA,-5,-4,-8,4,1
PPARg SRC2 recr,-4,9,1,-1,-1
TR-FRET SRC-2 ct,1431,1472,1462,1642,1513
PPARg SRC1 recr,0,6,-5,6,-2
TNAP inh no acc,-2,11,-16,-16,-11
bIAP act,1,0.9,0.9,1.3,0.7
bIAP inh,4,13,8,-34,33

41. COc1ccc(Cl)cc1NC(=S)NCCC(c1ccccc1)c1ccccc1
42. O=c1[nH][nH]c2cc(=O)n(-c3cccc(C(F)(F)F)c3)nc12
43. Cn1nc(-c2ccccc2)c(-c2nc(-c3cccc(Cl)c3)no2)c1Cl
44. CCOc1ccccc1-n1c(SCC(N)=O)nnc1-c1cccnc1
45. CC(=O)Nc1ccc(N=Cc2nc(-c3ccc(C)cc3)oc2O)cc1
46. CC(C)(C)NC(=O)C(=O)N/N=C/c1ccc(Br)cc1
47. CCCCNC(=O)c1onc(CSc2ccc(F)c(F)c2)c1C(=O)O
entry no.,41,42,43,44,45,46,47
PPARg SRC3 recr,1,5,2,2,17,2,-6
HMGR II inh,-2,-1,-3,0,0,3,-4
TNAP act hi DEA,1.1,0.8,1.1,1,1,1.1,1.1
TNAP inh hi DEA,-10,15,-6,-3,3,-6,-5
PPARg SRC2 recr,0,5,6,6,11,-11,-10
TR-FRET SRC-2 ct,1550,1716,1671,1575,1694,1260,1476
PPARg SRC1 recr,-1,5,6,0,6,-6,1
TNAP inh no acc,-84,-2,-2,-9,-4,-7,-9
bIAP act,0.9,1.1,0.9,0.9,0.9,0.9,1
bIAP inh,10,-9,10,12,13,6,3

By substructure, those above containing a Cl atom.
5. COc1cc(OC)c(NC(=S)Nc2cc(Cl)cc(Cl)c2)cc1Cl
12. Cc1ccc(NC(=O)CSCC#N)cc1Cl
23. CC(C)(CO)NC(=O)CCCOc1ccc(Cl)cc1Cl
40. Cn1c(=O)cc(SCC(=O)NCCC2=CCCCC2)c2cc(Cl)ccc21
41. COc1ccc(Cl)cc1NC(=S)NCCC(c1ccccc1)c1ccccc1
43. Cn1nc(-c2ccccc2)c(-c2nc(-c3cccc(Cl)c3)no2)c1Cl
entry no.,5,12,23,40,41,43
PPARg SRC3 recr,2,1,8,4,1,2
HMGR II inh,-9,-7,-8,6,-2,-3
TNAP act hi DEA,1,1.1,1,1,1.1,1.1
TNAP inh hi DEA,-3,-6,-4,1,-10,-6
PPARg SRC2 recr,4,-1,-7,-1,0,6
TR-FRET SRC-2 ct,1502,1502,1556,1513,1550,1671
PPARg SRC1 recr,5,2,4,-2,-1,6
TNAP inh no acc,-14,-8,-11,-11,-84,-2
bIAP act,1,0.9,0.9,0.7,0.9,0.9
bIAP inh,-3,5,14,33,10,10

Screens deposited in PubChem by several laboratories.
